# High-throughput results deposited in PubChem by National Center for Advancing Translational Sciences (NCATS).
# NIH3T3 tox = NIH 3T3 cell cytotoxicity | NIH 3T3 viability, CellTiter-Glo ATP luminescence, 48-72 h | AID 1345082 | hit rate 4.3% among 94,000 | Potency, µM (doses to about 96.7 µM), inactives show at the highest dose activity change, negative = cytotoxicity, most hits filed as inhibitors; also: potency is read from the fitted curve at half-maximal effect; nearly all actives have a fitted effect of over 55% in size
#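 NIH 3T3 cells at 400 cells/well received 23 nL of compound by pintool and were incubated 48 or 72 h at 37 °C. Viability was read as ATP-coupled CellTiter-Glo luminescence.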
# SNCA expr inhib = inhibitors of alpha-synuclein (SNCA) gene expression; HEK-293 SNCA-luciferase knock-in, luminescence, 24 h; Potency, µM (titrated, usually from 57.2 µM), without a hit: at the top dose activity change, negative = inhibition, usual class: inhibitors; hit rate 0.17% among 140,000; AID 1671194;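 also: potency is read from the fitted curve at half-maximal effect; plate controls were DMSO cells for no effect and cell-free wells for full effect; nearly all actives have a fitted effect of over 45% in size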
# FLuc inh = inhibitors of firefly (Photinus pyralis) luciferase | P08659 | Potency, µM (doses to about 115 µM), for inactives: at the top dose activity change, negative = inhibition, usual class: inhibitors | AID 1347043 | purified P. pyralis luciferase, luminescence, biochemical | hit rate 2.5% among 76,000; also: potency is read from the fitted curve at half-maximal effect; nearly all actives have a fitted effect of over 65% in size
# Target sequence (P08659 whole entry, looked up): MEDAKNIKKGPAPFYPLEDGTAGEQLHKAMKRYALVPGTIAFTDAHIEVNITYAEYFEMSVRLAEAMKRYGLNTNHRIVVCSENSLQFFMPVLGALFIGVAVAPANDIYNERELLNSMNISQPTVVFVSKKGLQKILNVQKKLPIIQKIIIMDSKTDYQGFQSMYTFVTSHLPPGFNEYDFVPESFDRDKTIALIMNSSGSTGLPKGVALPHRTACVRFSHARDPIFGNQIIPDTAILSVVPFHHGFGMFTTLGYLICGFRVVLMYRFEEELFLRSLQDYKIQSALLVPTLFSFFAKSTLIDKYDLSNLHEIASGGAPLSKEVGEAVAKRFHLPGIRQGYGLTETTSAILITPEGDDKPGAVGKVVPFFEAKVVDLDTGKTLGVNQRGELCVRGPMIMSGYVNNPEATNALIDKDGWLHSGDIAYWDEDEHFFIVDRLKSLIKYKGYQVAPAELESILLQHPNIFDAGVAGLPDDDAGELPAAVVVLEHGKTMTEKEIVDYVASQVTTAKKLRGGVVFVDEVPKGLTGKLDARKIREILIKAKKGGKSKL
#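 Cell-free enzyme assay, 10nM P. pyralis luciferase, luciferin and ATP each at 10uM. Inhibition profiled over a 6-point titration, read as luminescence.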
# IP6K1 inhibitor = inhibitors of human IP6K1; IP6K1 kinase, ADP-Glo luminescence, 2 h; active compounds read low; activity change, % (series mostly up to about 58 µM); AID 1645851; hit rate 0.81% among 140,000; Q92551; in the data active = activity change below about -25%
# Target sequence (Q92551 whole entry, looked up): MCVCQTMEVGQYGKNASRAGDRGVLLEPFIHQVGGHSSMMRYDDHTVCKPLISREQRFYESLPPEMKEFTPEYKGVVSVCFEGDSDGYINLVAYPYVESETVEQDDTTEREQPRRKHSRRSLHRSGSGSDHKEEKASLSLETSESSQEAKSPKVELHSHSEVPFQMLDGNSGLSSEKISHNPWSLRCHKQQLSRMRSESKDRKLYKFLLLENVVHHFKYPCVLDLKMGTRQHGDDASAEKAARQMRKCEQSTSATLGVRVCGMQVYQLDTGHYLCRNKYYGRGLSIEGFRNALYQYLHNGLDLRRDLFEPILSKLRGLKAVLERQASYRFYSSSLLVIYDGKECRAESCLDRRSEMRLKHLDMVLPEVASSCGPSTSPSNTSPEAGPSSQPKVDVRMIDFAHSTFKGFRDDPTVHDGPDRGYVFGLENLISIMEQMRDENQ
#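 ADP-Glo luminescence measures ADP made by human IP6K1 during a 2 h RT reaction with ATP/IP6 (mix at 1.3 mM/130 uM); top library doses 57.5 and 19.1 uM final.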
# HEK293 viab = cell viability loss counter-screen; HEK-293-SNCA-luc viability, GF-AFC fluorescence, 24 h; Potency, µM (doses to about 57.1 µM), inactives show at the top dose activity change, negative = cytotoxicity, actives largely listed as cytotoxic; hit rate 0.12% among 150,000; AID 1671193;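 also: potency is read from the fitted curve at half-maximal effect; 0% = DMSO-treated cells and -100% = medium-only wells without cells; nearly all actives have a fitted effect of over 30% in size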
#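 Cytotoxicity counterscreen: after 24 h compound treatment of genome-edited SNCA-luciferase HEK-293 cells, live-cell protease substrate GF-AFC read by fluorescence after 30 min; activity scaled between DMSO (0%) and medium-only (-100%), curves Hill-fitted.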
# GPT2 inhibitor = inhibitors of human GPT2 alanine aminotransferase; Q8TD30; Recombinant GPT2, coupled pyruvate oxidase/HRP Amplex Red fluorescence; Potency, µM (series often up to 57.7 µM), inactives show at the top dose activity change, negative = inhibition, usual class: inhibitors; hit rate 0.25% among 100,000; AID 1671188; also: potency is read from the fitted curve at half-maximal effect; nearly all actives have a fitted effect of over 60% in size; many of its hits are not listed in these tables
#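 Fluorescence read-out: pyruvate from GPT2 turnover coupled to pyruvate oxidase, HRP and Amplex Red (0.2mM ThPP, 0.2U/mL PO and HRP, 50uM Amplex final). Substrates 250uM a-KG, 2mM L-alanine; enzyme 10ng/uL; 30 min RT.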
# HEK cytotox = cytotoxic compounds in HEK 293 cells; Potency, µM (series often up to 115 µM), without a hit: at the top dose activity change, negative = cytotoxicity, most hits filed as inhibitors; hit rate 6.6% among 94,000; HEK 293 viability, ATP luminescence (CellTiter-Glo), 48-72 h; also: potency is read from the fitted curve at half-maximal effect; nearly all actives have a fitted effect of over 60% in size
#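 Cytotoxicity was scored by loss of ATP-coupled luminescence (CellTiter-Glo) in HEK 293 cells. Compound treatment ran 48 or 72 hr at 37 degree Celsius, 5% CO2, 95% humidity.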
# An asterisk follows results filed as active; i = inactive; ? = inconclusive; nt = no result given; & = joins results of further samples; [ ] = dose if it differs, or a comment. Unless noted, calls follow the shape of the dose curve; as a rule, active = well fitted curve in the direction sought with a large enough effect; inconclusive = small, poorly fitted or top-dose-only effect, or another doubt; inactive = no such curve, though single readings can be large; an effect the other way counts as inactive or inconclusive. Unless noted, % is scaled to controls: 0 for no effect and ±100 for the full control effect.
# The line under a structure holds: NIH3T3 tox	SNCA expr inhib	FLuc inh	IP6K1 inhibitor	HEK293 viab	GPT2 inhibitor	HEK cytotox
COc1cc2c(cc1OCC1CCCC1)N([S+](=O)([O-])c1cccc(C(F)(F)F)c1)CC21CCN(CC(=O)O)CC1
    39.8µM*	-16.1%	1.1%	-2.8	-13.1%	i	44.7µM*
O[C@H]1[C@H](NCc2ccccn2)[C@H]2CO[C@H](O2)[C@@H]1N1CCCC1
    i	13.5%[87.6 µM]	0.0%[172 µM]	0.7	2.3%[87.6 µM]	1.1%[88.5 µM]	4.4%[172 µM]
CCc1cccc(NC(=O)N2[C@H]3CC[C@@H]2c2cncnc2C3)c1
    i	10.6%	-4.0%	4.7	6.5%	i	i
COCCC(=O)N1[C@H]2CC[C@@H]1c1cnc(-c3ccc(F)cc3)nc1C2
    -13.0%	-16.2%	2.3%	1.0	-2.5%	4.9%	?
C#C[C@]1(O)CC[C@H]2[C@@H]3CCC4=CC(=O)CCC4=C3C=C[C@@]21CC
    nt	-8.9%[25.6 µM]	nt	-10.0	-17.3%[23.9 µM]	i	nt
O=C(NCc1ccc(F)cc1)[C@H]1CN2CC[C@H]1C[C@@H]2Cn1cc(CC2CCCCC2)nn1
    ?	-11.8%	-4.9%	12.4	-7.3%	-37.2%	?
Cn1cccc1CN1CCCC2(CC(c3cccnc3)=NO2)C1 (configuration not stated)
    3.4%	3.1%	nt	-9.3	2.4%	i	1.5%
Cc1cccc(-n2c(/C=C/c3cn(C)c4ccccc34)nc3ccccc3c2=O)c1
    nt	14.9%	nt	-15.6	-3.7%	nt	nt
C[C@]12CC[C@H](O)CC1=CC[C@@H]1C2CC[C@]2(C)[C@@H](C3=CC(=O)OC3)CC[C@]12O (some centres not stated)
    nt	nt	nt	4.1	-39.8%	?	nt
O=C(Oc1ccc([N+](=O)[O-])cc1)N1CCC(C(O)(c2ccc3c(c2)OCO3)c2ccc3c(c2)OCO3)CC1
    nt	2.8%	nt	-4.0	-8.4%&-4.7%	i	nt
Cc1ccc(C(=O)N2[C@H]3CC[C@@H]2c2cnc(C)nc2C3)c(C)c1
    -12.7%	22.2%	-6.8%	7.3	5.3%	i	-2.5%
COc1ccccc1[C@H]1CN(C(=O)C2[C@H]3CNC[C@@H]23)[C@@H]2C3CCN(CC3)[C@H]12 (some centres not stated)
    0.8%	-0.2%	9.8%	1.5	-23.8%	-30.8%	-14.7%
COc1ccc(-c2cc([C@H]3CN4CC[C@H]3C[C@@H]4CN)nc(C)n2)cc1OC
    ?	5.0%[87.6 µM]	-22.2%[172 µM]	5.6	?	1.4%[88.5 µM]	?
COc1cc2c(cc1Oc1ccccc1)NC(=O)C21CCN(Cc2cccc(O)c2)CC1
    22.4µM*	?	5.3%[172 µM]	-15.4	?	-16.6%[88.5 µM]	?
CC(=O)NCCNC(=O)[C@H]1CN2CC[C@H]1C[C@@H]2Cn1cc(COc2ccccc2)nn1
    -8.1%[174 µM]	11.6%[87.6 µM]	-16.0%[172 µM]	5.6	-5.3%[87.6 µM]	2.7%[88.5 µM]	0.8%[172 µM]
C[C@]12CCC3C(CC[C@H]4C[C@H](O)CC[C@]34C)C1CC[C@@H]2C(=O)CO (some centres not stated)
    nt	55.1%[activator]	nt	nt	1.4%	i	nt
CSc1ccc(-c2ccc(=O)n3c2[C@@H]2C[C@@H](CN(S(=O)(=O)c4cccs4)C2)C3)cc1
    -6.8%	-12.6%	-2.7%	-6.7	-6.4%	-23.1%	?
Cn1cccc1CN1CCC2(CC1)C(=O)Nc1ccccc12
    -14.1%[138 µM]	3.9%[87.6 µM]	nt	-14.2	-29.7%[87.6 µM]	?	?
CN1C(=O)CO[C@H]2CN(Cc3ccccn3)C[C@H]21
    -29.9%[230 µM]	24.9%[87.6 µM]	-6.5%[230 µM]	2.2	-0.9%[87.6 µM]	2.7%[88.5 µM]	i
CS(=O)(=O)NC[C@H]1C[C@@H]2CCN1C[C@@H]2CN1CCCCC1
    -0.1%[174 µM]	10.5%[87.6 µM]	1.6%[172 µM]	1.5	-2.0%[87.6 µM]	-1.1%[88.5 µM]	4.5%[172 µM]
Cc1cccc(NC(=O)N2[C@H]3CC[C@@H]2c2cncnc2C3)c1
    i	6.2%	-3.7%	2.9	-4.6%	-1.0%	0.5%
COc1ccc(C(CN(C)C)C2(O)CCCCC2)cc1 (configuration not stated)
    nt	-0.1%	nt	10.9	?	3.3%&-10.2%	nt
Cn1nc(-c2ccc3ccccc3c2)cc1[C@H]1CN2CC[C@H]1C[C@@H]2CNC(=O)Nc1ccccc1
    20µM*	6.0%	-10.2%	0.1	-6.5%	-2.7%	?
COc1ccccc1-c1cc([C@H]2CN3CC[C@H]2C[C@@H]3CNCc2cccc(C#N)c2)n(C)n1
    ?	7.4%[87.6 µM]	-5.7%[172 µM]	-9.3	3.2%[87.6 µM]	i	?
CC(C)c1nn2c(=O)cc(COC(=O)Cc3ccccc3)nc2s1
    nt	2.1%	nt	-6.4	10.3%	nt	nt
CC(N)c1cccc(Cl)c1Cl (configuration not stated)
    nt	-22.1%	nt	nt	2.4%	3.5%	nt
Cc1ccc(Cn2cccc(C(=O)Nc3ccc4c(c3)OCCO4)c2=O)cc1
    nt	235.7%[activator]	nt	15.6	6.3%	nt	nt
CC1=NOC2(CCN(Cc3ccsc3)C2)C1 (configuration not stated)
    -4.0%[138 µM]	1.5%[87.6 µM]	-5.7%[172 µM]	0.0	-6.7%[87.6 µM]	i	i
CCOC(=O)Nc1ccc(NCc2c(C)cc(C)cc2C)cc1N
    nt	nt	nt	-6.4	-37.1%	-4.5%	nt
C#CCOC(=O)C1=CCCN(C)C1
    nt	11.1%	nt	nt	-19.4%	-0.6%	nt
Cc1ccc(-c2nc(CN3C(=O)CN=C(c4ccccc4Cl)c4cc(Cl)ccc43)c(C)o2)cc1
    nt	42.3%[activator]	nt	5.0	-3.2%	nt	nt
Cc1ccccc1-c1ccc2n(c1=O)C[C@H]1C[C@@H]2CN(C(=O)c2cncnc2)C1
    i	-15.0%[87.6 µM]	-0.2%[172 µM]	3.9	2.2%[87.6 µM]	i	-3.2%[172 µM]
COc1ccc2c(C)c(C(=O)N3CCC(C#N)(c4ccccc4)CC3)oc2c1
    ?	0.2%	11.1%	-0.5	0.5%	-17.5%	?
CN1CCNc2cc(Nc3ccc(F)c(Cl)c3)ncc2C1
    50.1µM*	47.3%[activator][87.6 µM]	0.794µM*	-11.1	-3.1%[87.6 µM]	-0.7%[88.5 µM]	?
COc1cccc(CC(=O)N2CCCCCC2CN2CCC(OC)CC2)c1 (configuration not stated)
    -14.8%	22.5%	-1.4%	-9.3	11.5%	3.2%	-6.6%
CNC1CCc2cc(OC)c(OC)cc21 (configuration not stated)
    -9.6%[174 µM]	-2.5%[87.6 µM]	nt	3.9	-4.1%[87.6 µM]	4.7%[88.5 µM]	-2.7%[230 µM]
CCC(=O)C(CCN(C)C)(c1ccccc1)c1ccccc1
    nt	-56.2%[25.6 µM]	nt	8.4	-15.6%[23.9 µM]	-1.2%	nt
Cc1nnc(NC(=O)c2cccn(Cc3cccc(F)c3)c2=O)s1
    nt	19.9%	nt	30.6	0.9%	nt	nt
COc1cc2c(cc1OCC1CC1)NC(=O)C21CCN(Cc2ccncc2)CC1
    -26.2%[138 µM]	-23.0%[87.6 µM]	3.1%[172 µM]	-7.6	5.3%[87.6 µM]	0.6%[88.5 µM]	?
O=C(Cc1ccc(F)cc1Cl)N1C[C@H]2CC[C@@H]1CN(Cc1cccnc1)C2
    -28.7%	-21.2%	-6.5%	-3.8	-21.4%	-1.8%[11.5 µM]	35.5µM*
O=C(CCc1ccccc1)N1[C@H]2CC[C@@H]1c1cnc(-c3ccc(F)cc3)nc1C2
    ?	8.4%	0.0%	30.7	0.6%	i	?
COCC(=O)NC[C@H]1C[C@@H]2CCN1C[C@@H]2c1cc(-c2ccccc2)nc(C)n1
    ?	-0.4%[87.6 µM]	-0.7%[172 µM]	8.6	-1.1%[87.6 µM]	3.0%[88.5 µM]	-27.8%[172 µM]
COc1cccc(-n2c(/C=C\c3ccc(Cl)cc3)nc3ccccc3c2=O)c1
    nt	-4.9%	nt	-3.8	-3.1%	nt	nt
CCN1CC2(COC)C3[C@@H](OC)C4C1C3(C1C[C@]3(O)[C@H](OC(=O)c5ccccc5)C1[C@]4(OC(C)=O)[C@@H](O)[C@@H]3OC)[C@H](OC)C[C@H]2O (some centres not stated)
    nt	nt	nt	0.9	8.6%	i	nt
COc1ccc2c(c1)C1(CCN(C(=O)COc3cccc(C)c3)C1)C(=O)N2C (configuration not stated)
    -8.4%	15.5%	?	-12.3	-8.7%	2.3%	-15.6%
NCCc1noc(C2CC2)n1
    -4.0%	-11.6%	-1.3%	3.8	-9.9%	i	15.7%
CCCCC(CC)COC(=O)c1ccccc1C(=O)OCC(CC)CCCC (configuration not stated)
    nt	-38.4%	nt	30.7	-25.4%	?	nt
Cc1ccc2nc(NC(=O)c3cccn(Cc4ccc(Cl)cc4)c3=O)sc2c1
    nt	13.3%	nt	3.8	5.0%	nt	nt
Cn1nc(-c2cccs2)cc1[C@H]1CN2CC[C@H]1C[C@@H]2CNC(=O)c1ccc2c(c1)OCO2
    -29.9%	-1.0%	2.5%	2.0	0.7%	4.2%	?
CN1C(=O)C2(CCN(Cc3cc4n(n3)CCCNC4)CC2)c2ccccc21
    -2.4%	12.6%	0.2%	3.7	0.0%	-1.7%	-16.3%
COc1ccc2c(c1)CN(C)CC2c1ccc(Cl)c(Cl)c1 (configuration not stated)
    nt	15.9%	nt	nt	3.2%	-0.9%	nt
CN(C)c1ccc(CN2CCC3(CC2)C(=O)Nc2ccccc23)cc1
    -21.1%	-14.1%	nt	-7.9	-3.1%	i	?
c1nc(N2C[C@@H](c3ccc4c(c3)OCO4)[C@@H]3[C@H]2C2CCN3CC2)c2[nH]cnc2n1
    -10.1%	1.1%	2.1%	4.4	12.9%	0.2%	-5.6%
c1ccc2cc(CC3=NCCN3)ccc2c1
    nt	?	nt	nt	-2.3%	i	nt
CC(=O)NC1CCSC1=O (configuration not stated)
    nt	-27.0%[25.6 µM]	nt	11.2	-18.7%[23.9 µM]	-10.0%	nt
CC[C@H]1CN2CC[C@H]1C[C@@H]2CNCc1ccc2c(c1)OCO2
    -21.3%[174 µM]	?	-1.4%[172 µM]	14.0	-1.6%[87.6 µM]	3.2%[88.5 µM]	?

# Some of the compounds tested, so the mix of outcomes need not match the whole.
